Screening data: PubChem, several laboratories
NFkB transloc inh: blocks IL-1B driven NFkB nuclear translocation in HUVEC cells | 94,000 tested, 0.43% active | HUVEC IL-1B NFkB p65 nuclear translocation imaging | inhibition, % at 2 µM;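 active means inhibition above about 30% together with a positive call from visual inspection of the well image, limit read from the data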;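 further: nuclear over cytoplasmic p65 intensity ratio measured by imaging; 0% = IL-1B stimulated DMSO wells and 100% = unstimulated DMSO wells; values of inactives mirror those of a sister screen read the other way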
PLAP inhibition: PLAP enzyme inhibitors, biochemical, luminescence, HTS (AID 690); 96,000 tested, 0.08% active; purified PLAP, luminescent substrate; higher % means a stronger effect; one-dose inhibition, % at 20 µM; IC50 in µM for titrated hits; in the data active means a potency from the dose series; inactive means the rest, 99 in 100 with inhibition below about 30%; further: strong numbers were not always called active
MRP reversal: compounds reversing MRP-mediated drug resistance | 85,000 tested, 0.04% active | differential viability (reversal), % at 10 µM | AID 602 | H69AR cells + 2 uM doxorubicin, CellTiter-Glo, 72 h;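 active means viability drop by adding the cancer drug above about 55%, with treated viability meeting a 40% cutoff, limit read from the data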;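 further: viability without doxorubicin minus viability with 2 µM doxorubicin for each compound; larger differential means the compound sensitizes cells more to doxorubicin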
Bcl-B displacement: displacers of TR3 peptide from Bcl-B, primary screen, selectivity assay for Bfl-1 inhibitor project, biochemical, fluorescence polarization; FP displacement of FITC-TR3 peptide from Bcl-B; higher % means a stronger effect; displacement, % at 20 µM; hits with a dose series show IC50 in µM; 96,000 tested, 0.11% active;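 active means displacement above 50% at 20 µM plus a fluorescence interference ratio under 1.5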;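 further: plate controls were wells without compound for no effect and wells lacking Bcl-B protein for full effect; a part of the inactive calls stands beside numbers as strong as those of hits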
IL1B NFkB pot: enhances IL-1B driven NFkB nuclear translocation. AID 819. 94,000 tested, 0.3% active. HUVEC IL-1B NFkB p65 nuclear translocation imaging. activation, % at 2 µM;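 active means activation above 40%, about the mean plus 3 SD, also judged a hit on visual image review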;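 further: percent activation is computed from the nuclear over cytoplasmic p65 intensity ratio; values of inactives mirror those of a sister screen read the other way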
MRP reversal cytotoxicity: further read-out of MRP reversal, marked with its call; viability, %; H69AR cells, CellTiter-Glo, 72 h; measured here: cytotoxicity without doxorubicin
MRP reversal with doxorubicin: also measured in MRP reversal; calls as there; viability, %; measured here: viability with 2 uM doxorubicin; stronger effect = lower value
NFkB transloc inh cell count 2 µM: second read-out of NFkB transloc inh, no call of its own (marks repeat the call); cell count; measured here: cells passing quality filter;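 raw number of nuclei counted in each imaged well without normalization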
IL1B NFkB pot cell count 2 µM: further read-out of IL1B NFkB pot, marked with its call; cell count; measured here: cells passing quality filter
* = called active by the depositor; . = no result given.

Order of values: NFkB transloc inh	NFkB transloc inh cell count 2 µM	PLAP inhibition	MRP reversal	MRP reversal cytotoxicity	MRP reversal with doxorubicin	Bcl-B displacement	IL1B NFkB pot	IL1B NFkB pot cell count 2 µM
CC1=C(C(=O)NC2CCCCC2C)C2(CCC(C)CC2)OC1=O (stereo unspecified)
  .	.	-5%	15	91	76	-1%	.	.
CCOc1ccc(NC(=O)C2CCN(C(=O)NC3CCCCC3)CC2)cc1
  -4	103	.	1	91	89	.	4	103
CCc1cccc(CC)c1NC(=O)c1cccc(N)c1
  -2	182	20%	-1	97	98	-2%	2	182
COc1oc(-c2ccccc2C)nc1C(F)(F)F
  -5	155	-10%	0	91	92	-2%	5	155
COc1ccc(C(=O)Nc2cccc(-c3nc4ncccc4o3)c2C)cc1OC
  12	135	4%	11	88	76	-1%	-12	135
COC(=O)CCSCc1cn2cc(Cl)ccc2n1
  -9	156	-1%	18	105	87	4%	9	156
Clc1cccc(/C=N\Nc2nccs2)c1
  1	165	-105%	.	.	.	-14%	-1	165
O=C1CN(C(=O)c2ccco2)c2ccccc2N1
  -11	82	9%	.	.	.	3%	11	82
Cc1ccccc1OCc1nnc2c3cnn(C)c3ncn12
  .	.	-10%	4	90	85	-5%	.	.
COc1ccccc1NC(=S)Nc1ccccc1F
  -16	113	27%	.	.	.	-1%	16	113
CC(C)CC(=O)NCC(C)NC(=O)CC(C)C (stereo unspecified)
  9	139	-8%	-9	97	106	2%	-9	139
Cc1ccc(C(=O)O/N=C2\CCSc3ccc(C)cc32)cc1
  -21	172	23%	.	.	.	-3%	21	172
O=C(O)Cn1c(SCc2cccc3ccccc23)nc2ccccc21
  -12	191	-27%	5	103	98	-10%	12	191
O=C(c1ccco1)N1CCN(CC(=O)N2c3ccccc3CCc3ccccc32)CC1
  -1	107	-71%	-2	83	85	-10%	1	107
CC(=O)c1c(C)[nH]c(C)c1C(C)=O
  -3	87	8%	-1	95	96	-3%	3	87
COc1ccc(-n2cnnc2SCC(=O)N2CCN(c3ccccc3)CC2)cc1
  -16	83	14%	-8	78	85	3%	16	83
CCC(C(=O)N1CCN(S(C)(=O)=O)CC1)c1ccccc1 (stereo unspecified)
  -20	132	-6%	1	100	99	-20%	19	132
CCOc1ccc(N2C(=O)C3CC(C)=C(C)CC3C2=O)c([N+](=O)[O-])c1 (stereo unspecified)
  -1	128	8%	.	.	.	0%	1	128
CCCCCC(=O)Nc1ccc(N2CCN(S(C)(=O)=O)CC2)cc1
  -10	122	-7%	12	102	90	-1%	10	122
CCS(=O)(=O)Nc1ccc(C2=NN(C(=O)c3ccco3)C(c3ccc(C)cc3)C2)cc1 (stereo unspecified)
  -33	153	-24%	.	.	.	0%	1	159
CC(C)c1ccc(/C=c2\sc3nc(-c4ccncc4)nn3c2=O)cc1
  -11	147	-32%	.	.	.	10%	5	165
CCOc1ccc(Nc2nc3c(c(=O)[nH]2)CCCC3)cc1
  4	93	0%	-3	98	101	-5%	-4	93
Cc1cc(NCCCn2ccnc2)n2ncc(-c3ccccc3)c2n1
  -24	97	-126%	-17	27	44	5%	24	97
O=c1cc(-c2c(F)c(F)c(F)c(F)c2F)oc2ccccc12
  -11	179	25%	.	.	.	5%	11	179
Clc1ccccc1CSc1ncccn1
  -8	152	11%	1	101	100	-4%	8	152
COc1ccc(CNc2oc(-c3cccc4ccccc34)nc2C#N)cc1
  -17	103	.	4	86	82	.	17	103
CCOC(=O)C1CCN(C(=O)CCCOc2ccccc2)CC1
  -2	50	10%	23	108	85	-15%	2	50
COc1cc(C2NC(=O)NC(c3ccccc3)=C2C(C)=O)ccc1OCC#N (stereo unspecified)
  -6	175	1%	6	96	90	-4%	5	175
O=C(/C=C/Nc1cccc(C(F)(F)F)c1)c1ccc(Oc2ncccn2)cc1
  4	142	3%	.	.	.	-2%	-4	142
CCCC(=O)Nc1ccccc1-c1nnc(SC)[nH]c1=O
  -12	168	4%	-2	90	92	-2%	12	168
CCOC(=O)C(C(C)=O)C(c1ccc(OC)cc1)C(C(C)=O)C(=O)OCC (stereo unspecified)
  -20	126	9%	.	.	.	-8%	20	126
O=C(CSc1nc(-c2ccccc2)nn1C(=O)c1ccccc1)Nc1cccc([N+](=O)[O-])c1
  -1	142	-13%	.	.	.	4%	1	142
O=C(C1CCCCC1)N(Cc1ccccc1)c1ccccn1
  -7	67	-7%	6	96	90	2%	7	67
CCc1ccccc1NC(=O)c1cc2ncc(Br)cn2n1
  -5	198	-18%	11	72	61	.	5	198
CCOC(=O)N1CCC(NC(=O)Cn2nc(-c3ccccc3)ccc2=O)CC1
  .	.	-6%	11	90	79	-8%	.	.
O=C(CCCSc1nc(-c2ccco2)cc(C(F)(F)F)n1)Nc1ccc2c(c1)OCO2
  2	171	-5%	3	83	80	-6%	-2	171
CN(Cc1ccccc1)c1oc(COc2ccccc2F)nc1C#N
  .	.	20%	3	97	94	-10%	.	.
Nc1nonc1C(=O)NCCNC(=O)c1cccs1
  6	110	18%	-8	103	110	-10%	-6	110
Cc1nonc1NC(=O)OCCN1CCOC1=O
  -4	187	-3%	.	.	.	-2%	4	187
O=C(NC(=S)NNC(=O)c1cccs1)c1ccc(Br)o1
  12	145	-24%	.	.	.	-2%	-12	145
COc1ccc(-c2nnnn2CCc2ccccc2)cc1
  -15	115	11%	-8	67	75	1%	15	115
OC(COc1ccc2cc(Br)ccc2c1)CN1CCOCC1 (stereo unspecified)
  -10	124	.	8	100	93	.	10	124
CCCn1c(N2CCN(CC(=O)NCc3cccs3)CC2)nc2ccccc21
  -4	228	-18%	-19	38	57	-10%	4	228
CC(=O)c1cccc(NC(=O)CN(c2ccc(F)cc2)S(C)(=O)=O)c1
  3	91	12%	3	90	87	11%	-3	91
Cc1ccnc(NC(=O)c2c(O)c3ccccc3n(C)c2=O)c1
  .	.	-77%	1	6	4	0%	.	.
C=CCn1c(Cn2nnc3ccccc32)nnc1SCC(=O)N/N=C/c1cc(Br)cc(OC)c1O
  8	168	-22%	.	.	.	-70%	-7	168
COc1ccc(OC)c(NC(=O)CN2C(=O)C3(OCCCO3)c3ccccc32)c1
  .	.	11%	-6	96	102	-6%	.	.
CCOc1ccc(-c2nnn(CC(=O)NCc3ccco3)n2)cc1OCC
  -1	121	.	-25	67	92	.	1	121
C=C(Br)Cn1c(CCCC)nc2ccccc21
  -18	134	-1%	22	97	75	3%	18	134
CCc1ccc(NC(=O)C2CC(=O)N(C(C)C)C2)cc1 (stereo unspecified)
  4	135	-38%	9	106	97	-8%	-4	135
COP(C)(=O)c1c(C)nn(-c2ccccc2)c1C (stereo unspecified)
  -6	117	6%	-3	93	96	-6%	6	117
Cc1ccc(NC(=O)NC2CCN(S(=O)(=O)c3ccc(F)cc3)CC2)cc1
  -4	106	.	2	86	84	.	4	106
CCCCN(CCCC)CCCNC(=O)C12CN(Cc3ccccc3)CC1C(c1cccc([N+](=O)[O-])c1)=NO2 (stereo unspecified)
  -5	176	-54%	.	.	.	4%	5	176
CC(=O)c1c(C(C)=O)c(C)n(-c2nc(-c3ccccc3)c(C)s2)c1C
  -5	163	-3%	11	94	84	-5%	5	163
Cc1ccc(Cn2ccc(NC(=O)c3cc(C)on3)n2)cc1
  .	.	17%	-1	95	96	-4%	-38	98
O=C(CCCN1C(=O)C2CCCCN2C1=O)N1CCN(c2ccc([N+](=O)[O-])cc2)CC1 (stereo unspecified)
  2	128	17%	.	.	.	-4%	-2	128
CCN(CC)c1ccc(NC(=O)C(C)C)cc1
  .	.	16%	12	94	82	-5%	.	.
COc1ccc(Cn2c(O)cc(=O)[nH]c2=O)cc1
  2	122	.	1	94	93	.	-2	122
COc1ccc(NC(=O)CCCSc2nc(-c3ccco3)cc(C(F)(F)F)n2)cc1OC
  8	137	.	-2	59	61	.	-8	137
CCOc1ccc(/C(O)=C2/C(=O)C(=O)N(CCOCCO)C2c2ccccn2)cc1 (stereo unspecified)
  3	114	14%	-14	102	115	9%	-3	114

(further entries)
Order of values: NFkB transloc inh	NFkB transloc inh cell count 2 µM	PLAP inhibition	MRP reversal	MRP reversal cytotoxicity	MRP reversal with doxorubicin	Bcl-B displacement	IL1B NFkB pot	IL1B NFkB pot cell count 2 µM
O=C(NCc1ccc2c(c1)OCO2)C1CC(c2ccccc2O)=NO1 (stereo unspecified)
  -15	143	-51%	9	96	86	-13%	15	143
O=C(CSc1nnc(Cc2ccccc2)o1)N1CCOCC1
  -16	128	2%	14	106	91	-4%	16	128
O=c1[nH]c(C(F)(F)F)nc2ccccc12
  -7	164	16%	0	101	100	4%	7	164
COc1cc(C2CC(=O)N3CN(Cc4ccco4)CSC3=C2C#N)ccc1OCc1ccccc1 (stereo unspecified)
  14	141	-54%	35	89	54	3%	-14	141
CCOC(=O)C1CCN(Cc2ccc(Cl)c(Cl)c2)CC1
  .	.	-103%	15	92	77	2%	.	.
CC1CCCCC1NC(=O)CSc1nnnn1-c1ccccc1 (stereo unspecified)
  -8	151	-10%	4	92	89	-2%	8	151
COCC(=O)Nc1nc(-c2ccccc2)c(C)s1
  .	.	11%	6	90	84	-21%	.	.
O=C(CN(Cc1cccs1)C(=O)CNS(=O)(=O)c1ccccc1)NCc1ccco1
  1	179	-24%	9	103	94	-1%	-1	179
Cc1ccc(-c2noc(CN3C(C)CCCC3C)n2)cc1 (stereo unspecified)
  -39	82	-57%	45	138	93	-3%	39	82
CCn1ccc(C(=O)Nc2ccc(N(C)C(C)=O)cc2)n1
  -1	199	-11%	4	91	86	9%	1	199
Cn1c(SCC(=O)NC2CCCC2)nnc1-c1ccc(S(=O)(=O)N2CCOCC2)cc1
  -5	124	-27%	8	86	78	-3%	5	124
CCn1c(N2CCN(C(=S)NCC(C)C)CC2)nc2ccccc21
  -7	109	6%	.	.	.	-16%	7	109
Cc1oc2c(C)c3oc(=O)c4c(c3cc2c1C)CCCC4
  -2	120	11%	-17	14	31	2%	2	120
CC(=O)N=c1sccn1CC(=O)c1ccc([N+](=O)[O-])cc1
  -2	144	22%	.	.	.	0%	2	144
Cc1ccc(S(=O)(=O)c2nc(NCCN(C)C)sc2Cl)cc1
  6	139	20%	0	83	83	5%	-6	139
O=C(CN1CCOc2ccccc21)NC1CC1
  3	162	.	3	95	92	.	-3	162
CCOC(=O)C1=C(CC)Nc2ccccc2N=C1NC(=O)c1cccc(S(=O)(=O)N2CCCC2)c1
  2	161	-57%	-4	65	69	-88%	-2	161
OCCNCc1ccc(OC2CCCC2)cc1
  -20	169	0%	-1	95	96	7%	20	169
CCCCN(CC)C(=O)Cc1ccccc1OC
  -11	75	-9%	-5	90	95	-2%	11	75
CC1CCCCC1NC(=O)CSc1nnc(CN2CCOCC2)n1C (stereo unspecified)
  6	142	7%	8	99	92	-2%	-6	142

6 successive entries out of the list so far:
Order of values: NFkB transloc inh	NFkB transloc inh cell count 2 µM	PLAP inhibition	MRP reversal	MRP reversal cytotoxicity	MRP reversal with doxorubicin	Bcl-B displacement	IL1B NFkB pot	IL1B NFkB pot cell count 2 µM
CC1=C(C(=O)NC2CCCCC2C)C2(CCC(C)CC2)OC1=O (stereo unspecified)
  .	.	-5%	15	91	76	-1%	.	.
CCOc1ccc(NC(=O)C2CCN(C(=O)NC3CCCCC3)CC2)cc1
  -4	103	.	1	91	89	.	4	103
CCc1cccc(CC)c1NC(=O)c1cccc(N)c1
  -2	182	20%	-1	97	98	-2%	2	182
COc1oc(-c2ccccc2C)nc1C(F)(F)F
  -5	155	-10%	0	91	92	-2%	5	155
COc1ccc(C(=O)Nc2cccc(-c3nc4ncccc4o3)c2C)cc1OC
  12	135	4%	11	88	76	-1%	-12	135
COC(=O)CCSCc1cn2cc(Cl)ccc2n1
  -9	156	-1%	18	105	87	4%	9	156

The list is partial; count on the stated rates, not on these rows.
